aSyn 5UTR inh: 5' untranslated region of α-synuclein, MLPCN primary screen. alpha-synuclein 5'UTR reporter, inhibitor activity. inhibition, % (tested at 7.5 µM). hit rate 0.82% among 300,000. AID 1813; in the data active = inhibition above about 60%; inconclusive = no clear call, values can overlap the other calls;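 note: H4 neuroglioblastoma cells stably carrying SNCA 5'UTR luciferase fusion; 0% = DMSO wells and 100% = positive control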
HSF1 activator: increases HSF-1 driven luciferase reporter signal. NIH3T3-HGL HSF-1 luciferase reporter, MG132, 8 h; 100% = twice DMSO control signal. hit rate 1.7% among 300,000. activation, % at 9 µM;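 active = mean replicate activation of at least 50% with a set share of replicates each reaching 50%; inconclusive = only one of those two conditions met; inactive = mean below 50% and too few replicates reaching it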;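 note: 0% = median of the neutral control wells and 100% = twice that signal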
HDAC3 inhib: inhibitors of human histone deacetylase 3. hit rate 0.15% among 320,000. recombinant HDAC3, fluorogenic peptide/trypsin coupled, fluorescence. AID 2718. inhibition, % at 8.3 µM; in the data active = inhibition above about 26%, passing the limit was not always enough; inconclusive = no clear call, values can overlap the other calls
Target sequence (O15379 whole entry, looked up): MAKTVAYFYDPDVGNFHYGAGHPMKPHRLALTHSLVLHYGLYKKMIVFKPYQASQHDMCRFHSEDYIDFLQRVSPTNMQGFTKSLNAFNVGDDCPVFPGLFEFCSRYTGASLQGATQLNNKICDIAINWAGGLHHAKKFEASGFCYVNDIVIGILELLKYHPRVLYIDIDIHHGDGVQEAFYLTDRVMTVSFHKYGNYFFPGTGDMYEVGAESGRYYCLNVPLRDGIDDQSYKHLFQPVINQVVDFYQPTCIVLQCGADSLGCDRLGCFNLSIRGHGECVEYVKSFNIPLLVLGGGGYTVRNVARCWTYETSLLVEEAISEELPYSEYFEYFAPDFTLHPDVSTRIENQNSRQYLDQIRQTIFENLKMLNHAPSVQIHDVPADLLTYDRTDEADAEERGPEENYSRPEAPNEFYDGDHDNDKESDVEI
HSP90 refold inh: HSP90 refolding inhibition in rabbit reticulocyte lysate; AID 1789; luciferase refolding luminescence, 3 h; inhibition, % at 5.6 µM; hit rate 0.91% among 290,000;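 active = inhibition above the screen-wide mean plus 3 SD, computed separately per campaign, cut at about 16% in these data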;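 note: 0% = DMSO wells and 100% = 60 µM geldanamycin wells; inhibitors lower the luminescence because luciferase stays unfolded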
HSF1 inh: HSF1 inhibition; AID 2098; hit rate 0.77% among 300,000; activity change, negative = inhibition, % at 7.5 µM (by protocol); NIH3T3-HGL HSE-luciferase, MG132-induced, luminescence 8 h; hits give low values;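 active = more than half of replicate wells show activity change below -50%, luminescence cut by over half; inconclusive = some wells, but at most half, below -50%; inactive = no replicate well below -50%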;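 note: luciferase reports HSF-1 transcriptional activity via heat shock element; 0% = median of DMSO wells and -100% = zero luminescence signal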
KLF5 inhibitor: suppresses KLF5 promoter-driven expression. DLD-1 KLF5 promoter-luciferase reporter, luminescence. inhibition, % at 5 µM. hit rate 0.23% among 290,000;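 active = inhibition above a per-plate limit of that plate's mean compound inhibition plus 3 SD, cut at about 60% in these data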;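 note: 0% = DMSO wells and 100% = LY294002 at 200 µM; higher means less KLF5 promoter-driven luciferase light; inactives centre near -14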
Platelet DG rel: modulates dense granule release in human platelets. inhibition, %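 (compounds screened at 7.5 µM in platelet-rich plasma)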. hit rate 0.22% among 300,000. AID 1663. human platelet-rich plasma, SFLLRN dense granule ATP release, luminescence;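 active = mean replicate score, as percent of positive control, at or above 50; inconclusive = mean below 50 but at least one replicate at or above 50; inactive = mean and every replicate below 50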
HIF act: HIF pathway transcriptional activation | U2OS HRE-luciferase reporter, luminescence; normalized: DMSO 0%, desferrioxamine 100% | hit rate 0.32% among 300,000 | AID 1910 | activation, % at 7.5 µM (by protocol);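 active = mean activation of at least 10% of the iron chelator positive control signal, with at least half of replicates also reaching 10%; inconclusive = mean and replicate majority disagree about reaching 10%; inactive = mean and most replicates under 10%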
IEC-6 cytotox: counter-screen for KLF5 inhibitors: cytotoxicity in IEC-6 cells; hit rate 0.78% among 290,000; inhibition, % at 5 µM; IEC-6 cytotoxicity, luminescence viability; in the data active = inhibition above about 22%;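 note: 0% = plate median of test compound wells and 100% = cytotoxic reference compound wells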
AI-2 QS mod: modulates the Vibrio harveyi AI-2 quorum sensing system. Vibrio harveyi JMH597 AI-2 luminescence/OD600 ratio, 9 h; hits give low values; strain lacks LuxN and CqsS sensors; 0 = neutral-control median. activity change, % at 7.5 µM. hit rate 0.4% among 300,000; in the data active = activity change below about -75%, passing the limit was not always enough; inconclusive = no clear call, values can overlap the other calls;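 note: luminescence divided by OD600 gain over 9 h not by final OD600 alone; inactives centre near 13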
Numbers without * were called inactive; ? = inconclusive; . = no result given.

SMILES	aSyn 5UTR inh	HSF1 activator	HDAC3 inhib	HSP90 refold inh	HSF1 inh	KLF5 inhibitor	Platelet DG rel	HIF act	IEC-6 cytotox	AI-2 QS mod
O=C(Nc1cccnc1)Nc1ccc(F)c(Cl)c1	-26	10	-1	2	-3	-15	2	0.6	5	7
N#CC1(Nc2ccccc2)C(=O)Nc2ccccc21 (stereo not drawn)	19	36	-1	2	13	-24	-8	-48	0	8
N#CCc1ccc(NS(=O)(=O)c2ccc(C3CCCCC3)cc2)cc1	-13	29	0	8	0	0	-1	-0.1	1	39
COc1ccc(/C=C2\Sc3ccc(C(=O)NCc4cccnc4)cc3N(C)C2=O)cc1OC	19	9	9	4	4	-11	-1	-0.2	6	16
O=[N+]([O-])c1ccc2c(c1)C(N1CCOCC1)/C(=C/COc1ccc(F)cc1)O2 (stereo not drawn)	12	4	10	-1	-18	-3	-2	-0.3	0	27
CC(C(=O)c1ccc(Br)cc1)[n+]1cccc2ccccc21 (stereo not drawn)	-18	-7	0	-2	-10	-12	-4	2.8	5	-1
Cn1cccc1Cc1nnc(SCC(=O)NCC2CCCO2)n1CCc1ccccc1 (stereo not drawn)	20	10	3	-2	2	-23	-8	-0.4	-1	-4
COCCCn1c(SCC(=O)Nc2ccc3c(c2)OCCO3)nnc1-c1ccoc1C	-14	-33	2	-3	-27	-12	4	-0.7	5	-12
COC(=O)C1CCN(C(=O)/C=C/c2ccc3c(c2)OCO3)CC1	-66	25	0	-3	12	-137	2	5.3	-1	19
CC(C)(C)c1cc(C(=O)NC2CC2)n(Cc2ccc(F)cc2)n1	11	4	1	-11	-6	-26	-12	-0.4	-5	20
COc1ccc(CCC(C)NCc2cc(OC)cc(OC)c2)cc1 (stereo not drawn)	1	-1	-6	-1	10	-18	4	1.1	5	11
COC(=O)c1sc(N2C(=O)c3oc4ccccc4c(=O)c3C2c2cccc(O)c2)nc1C (stereo not drawn)	20	3	-8	4	-3	-10	0	-0.2	8	21
COCCOC(=O)c1c(NC(=O)COC(=O)Cc2cccc(OC)c2)sc(C(N)=O)c1C	-2	-2	3	-5	5	-23	3	-2.0	0	11
CCOC(=O)N1CCC(NC(=O)c2cccc3c2C(=O)N(CCOC)C3)CC1	13	-19	-5	1	-1	-22	2	-0.1	2	20
CCCCSc1nc2ccccc2[nH]1	-87	39	-2	-1	17	-22	3	1.7	2	21
Cc1ccc2nc(-c3ccc4c(c3)NC(=O)CO4)cn2c1	-80	64*	-12	2	33	-172	-1	1.8	-2	2
CCCN(CCC)C(=O)C1c2ccccc2Oc2ccccc21	19	17	10	9	0	-14	6	-1.3	1	21
CCN(CC)c1nc2c(s1)C(=O)NCCC2	-2	-19	0	8	0	13	8	-0.1	4	15
O=C(NCc1ccccc1)C1CCN(S(=O)(=O)c2ccc(N3CCCC3=O)cc2)CC1	-6	11	4	2	3	-24	-9	-0.4	4	-1
CCS(=O)(=O)c1nc(NC(C)=O)n[nH]1	-40	-3	-3	3	0	-21	4	-0.6	-2	12
COc1ccc(S(=O)(=O)NCCSC(C)(C)C)cc1	-14	-1	-63	-2	2	-19	4	-0.2	-2	2
O=C1NC(O)(c2ccccc2)Oc2ccccc21 (stereo not drawn)	-26	14	-4	.	10	.	14	-1.7	.	24
Cc1ccc(C(=O)Nc2cccnc2Oc2ccc(Cl)cc2)cc1	46	3	5	-1	3	-3	-5	-0.7	4	25
Cc1[nH]c(C)c(S(=O)(=O)NCc2ccc(OC(C)C)cc2)c1C(=O)N1CCCC1	11	21	12	-3	4	-14	7	-0.7	5	25
O=C(O)/C=C/C(=O)NCCc1ccccc1	-41	9	0	4	0	-15	6	0.0	-3	19
COc1ccc(N2CCCn3c2nc2c3c(=O)n(CCCc3ccccc3)c(=O)n2C)cc1	29	-3	0	3	6	-6	-6	-0.1	3	21
O=C1C2=C(c3ccccc31)[N+](=O)C1CCCCC1N2[O-] (stereo not drawn)	-73	14	-2	-2	11	-5	6	0.8	-5	22
O=C1C2C(c3ccccc3)CC=CC2[C@H](c2ccc(C(F)(F)F)cc2)N1Cc1ccccc1 (stereo partly drawn)	37	-16	-4	.	-1	.	3	-0.8	.	-26
S=c1nc(-c2ccccc2)n(CCCN2CCOCC2)c2c1CCCC2	-2	3	1	3	-6	-29	-2	0.0	5	7
COc1ccc(C2CC(O)(c3ccccc3)Oc3cc(OC)ccc32)cc1 (stereo not drawn)	22	-3	11	.	8	.	0	1.0	.	2
COc1ccc(NC(=O)CSc2nc(C)cc(C)n2)cc1	10	-10	2	-4	-4	-11	-9	-0.2	-7	4
O=C(Nc1ccc(S(=O)(=O)Nc2cnc3ccccc3n2)cc1)c1ccc(Br)o1	22	-24	0	-1	-6	-9	4	0.0	2	26
Cn1c(=O)oc2cc(S(=O)(=O)N3CCCC3)ccc21	11	-11	-2	-1	-9	-33	0	-0.2	-4	21
Cc1ccc(OCCC(=O)O)cc1	-3	1	2	-1	2	-20	-1	0.1	0	1
Cc1cc(C)cc(OCC(=O)Nc2ccc3c4c(cccc24)CC3)c1	20	20	-5	-2	-2	1	4	-1.1	5	7
O=C(CSc1nnc(CNc2ccc(Cl)cc2)n1Cc1ccccc1)NCc1ccco1	14	63*	3	4	40	-7	3	0.6	-7	15
Cc1ccc(NC(=O)CSc2ccc(-c3cccnc3)nn2)cc1	2	9	8	2	-2	-17	0	0.0	2	24
O=C(CSc1nnc(-c2c[nH]c3ccccc23)o1)c1ccccc1	-38	54*	-11	-12	21	-23	3	2.6	1	17
CCCn1c(C(O)c2cc(OC)ccc2OC)nc2ccccc21 (stereo not drawn)	0	20	-4	3	-1	14	6	0.6	12	11
COc1ccc(S(=O)(=O)N2CCOCC2)cc1NC(=O)COC(=O)C1=COCCO1	3	-13	-2	0	-4	-31	1	-0.9	-5	12
COC(=O)Cn1cc(C(=O)c2ccco2)c2ccccc21	-18	-10	2	1	-9	-14	5	-0.4	2	43
CSCCC(NC(=O)c1ccccc1Br)C(=O)NCC(c1ccco1)N1CCCCC1 (stereo not drawn)	1	1	-3	.	2	.	9	0.1	.	16
CC1CN(C(=O)c2ccc(-c3ccccc3Cl)o2)CC(C)O1 (stereo not drawn)	-64	29	.	.	16	.	-6	1.3	.	5
CC(C)(C)c1nc2sc3c(c2c(=O)o1)CCCC3	5	0	-3	3	-1	69*	-3	0.1	-3	-5
Cc1ccsc1/C=N\NC(=O)CC(=O)NCc1ccccc1	3	6	5	-2	-2	0	-2	0.2	-4	12
Cc1ccc(-c2cc(C(F)F)n3ncc(C(=O)Nc4cn(C)nc4C)c3n2)cc1	11	3	-3	-1	-4	-16	-5	-0.1	-2	-3
Cc1ccc(NC(=O)c2cc(N3C(=O)C=CC3=O)ccc2N2CCOCC2)cc1	12	2	.	-3	0	-24	11	-5.0	0	27
CCc1noc(C)c1C(=O)Nc1ccc(-c2nnc3n2CCCCC3)cc1	11	-7	8	.	-1	.	-12	0.3	.	.
Cc1c(C(=O)NCCSCc2ccc(Cl)cc2Cl)cccc1[N+](=O)[O-]	13	6	12	-4	15	-11	-1	-0.5	-2	-1
Cc1cc(Br)ccc1NC(=O)C1CCN(S(=O)(=O)c2cnc[nH]2)CC1	1	6	-4	-2	-3	-5	-5	-0.3	-4	27
CCOc1ccccc1OCCC(=O)OCC(=O)Nc1c(C)cc(C)cc1C	6	1	4	.	-2	.	0	-0.1	.	16
COc1ccccc1-n1c(C)nc(=O)c(-c2ccccc2)c1C	15	-7	.	-6	-7	-42	12	0.1	-3	5
O=C(CSc1nc2ccccc2c(=O)n1CCCO)N1CCc2ccccc21	16	-4	-15	0	1	14	0	-0.1	-4	7
Cc1[nH]c(=O)[nH]c(=O)c1S(=O)(=O)Nc1cccc([N+](=O)[O-])c1C	-4	-4	-4	-1	1	-21	-4	-2.1	-1	39
COc1cccc(NC(=S)NC(=O)Cc2ccccc2)c1	-25	-1	-2	.	5	.	-2	-0.5	.	-14
CCC(C)(C)n1nnnc1C(c1ccc2ncccc2c1)N1CCN(c2nc3ccccc3s2)CC1 (stereo not drawn)	?	-10	-1	4	2	-42	6	-1.2	-2	77
Cc1c(C)n(C)c2ccc(C(=O)NCCCN(C)C3CCCCC3)cc12	-9	-17	-1	4	-1	-38	-2	-0.4	1	-6
Cc1ccc(NC(=S)N2CCCCCC2)cc1	-94	2	-5	0	-7	-67	-4	2.2	3	22
CC(C)(C)OC(=O)NCC(=O)N1CCC(C(=O)O)CC1	8	-30	-7	2	-13	-8	-1	0.0	1	-4
COc1ccc(-n2nc3c(c2NC(=O)C(C)C)CSC3)cc1	0	-11	4	-5	-11	-14	-2	0.8	2	0

High-throughput results from PubChem BioAssay.
